From PubChem
M4 PAM = human M4 muscarinic receptor positive allosteric modulators, primary screen, CHO-K1 cells, Fluo-8 calcium fluorescence; AID 624126, 2012; CHO-K1 hM4/Gqi5, ACh EC20; 0% = ACh EC20, 100% = maximal ACh; Muscarinic acetylcholine receptor M4 (Homo sapiens), P08173; actives 0.4% (n = 360,000); activation, % at 3 µM;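 active means activation above its plate's cutoff, the mean activation of sample wells plus 3 SD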; further: some results filed as inactive read as strong as hits
Target sequence (P08173 whole entry, looked up): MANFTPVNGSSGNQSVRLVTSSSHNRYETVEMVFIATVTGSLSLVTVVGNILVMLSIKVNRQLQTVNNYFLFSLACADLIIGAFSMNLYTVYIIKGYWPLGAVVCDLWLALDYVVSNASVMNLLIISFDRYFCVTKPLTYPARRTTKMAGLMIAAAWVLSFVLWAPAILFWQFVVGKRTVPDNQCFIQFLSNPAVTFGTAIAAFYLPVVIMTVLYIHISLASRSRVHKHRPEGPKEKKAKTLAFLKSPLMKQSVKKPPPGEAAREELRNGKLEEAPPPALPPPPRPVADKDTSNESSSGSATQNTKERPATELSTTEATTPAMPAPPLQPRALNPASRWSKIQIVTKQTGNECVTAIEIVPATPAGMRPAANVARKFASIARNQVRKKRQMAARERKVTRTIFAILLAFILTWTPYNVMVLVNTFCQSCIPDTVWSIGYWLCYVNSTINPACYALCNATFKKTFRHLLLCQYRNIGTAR
M5 antag = human M5 muscarinic receptor antagonists, primary screen, CHO cells, Fluo-8 calcium fluorescence | CHO-hM5 cells, ACh EC80 | inhibition, % at 3 µM | actives 0.59% (n = 360,000);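 active means inhibition above a per-plate cutoff, the mean of that plate's test compounds plus 3 SD, cut at about 27% in these data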;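 further: 0% = acetylcholine EC80 with DMSO and 100% = DMSO without agonist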
Target sequence (P08912 whole entry, looked up): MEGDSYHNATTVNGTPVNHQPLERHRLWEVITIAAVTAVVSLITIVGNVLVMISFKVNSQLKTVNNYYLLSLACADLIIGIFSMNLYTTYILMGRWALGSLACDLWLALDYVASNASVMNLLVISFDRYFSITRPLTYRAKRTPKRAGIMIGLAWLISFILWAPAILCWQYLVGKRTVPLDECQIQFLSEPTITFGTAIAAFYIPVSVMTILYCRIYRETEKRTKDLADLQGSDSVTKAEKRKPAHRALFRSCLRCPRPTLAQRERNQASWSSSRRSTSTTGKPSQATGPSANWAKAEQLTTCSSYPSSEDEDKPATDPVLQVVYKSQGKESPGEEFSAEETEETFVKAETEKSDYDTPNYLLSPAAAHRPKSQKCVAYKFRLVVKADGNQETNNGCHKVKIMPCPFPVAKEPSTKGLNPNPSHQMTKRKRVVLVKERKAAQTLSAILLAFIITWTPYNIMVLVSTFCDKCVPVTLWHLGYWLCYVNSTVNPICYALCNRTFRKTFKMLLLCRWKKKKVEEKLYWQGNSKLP
TAAR1 ag = human TAAR1 agonists, primary screen, Fluo-8 calcium fluorescence, CHO RD-HGA16 cells | actives 0.99% (n = 360,000) | AID 624467, 2012 | Trace amine-associated receptor 1 (Homo sapiens), Q96RJ0 | vehicle wells 0%, saturating PEA agonist 100% | activation, % at 3 µM;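 active means activation above the mean activation of all test compounds in the run plus 3 SD, cut at about 38% in these data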
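System: CHO RD-HGA16 cells carrying human TAAR1 plus Gα16; Incubation: 17-24 h seeding, 75 min 37 °C dye, 30 min RT; Measured by: Fluo-8 fluorescence, 5 s baseline then 140 s kinetic read; Control set: DMSO and PEA EC100; Replication: single well for each compound.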
CHO-K1 Ca PAM = nonselective calcium activators in parental CHO-K1 cells, primary screen, counter-screen for M1 PAM project, cell-based, Fluo-8 calcium fluorescence, full deck, 1536-well | ATP EC20; 0% at ATP EC20, 100% at ATP max | activation, % at 3 µM | actives 0.02% (n = 360,000);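 active means activation above the run cutoff, the mean activation of all test compounds plus 3 SD, cut at about 40% in these data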;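 further: peak over basal fluorescence ratio in a 140 s read after ATP addition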
TAAR1 antag = human TAAR1 antagonists, primary screen, Fluo-8 calcium fluorescence, CHO RD-HGA16 cells; Trace amine-associated receptor 1 (Homo sapiens), Q96RJ0; antagonist; inhibition, % at 3 µM; actives 1.5% (n = 360,000); AID 624466, 2012;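 active means inhibition above a per-plate cutoff, the mean inhibition of test compounds on that plate plus 3 SD, cut at about 49% in these data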;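 further: 0% = DMSO plus EC80 beta-PEA response and 100% = DMSO alone without agonist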
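test system = CHO RD-HGA16 cells bearing hTAAR1 | replication = singlicate | controls = DMSO-only wells and EC80 β-PEA-stimulated wells | reagent = EC80 β-phenethylamine stimulus | read-out basis = percent inhibition of PEA-evoked calcium signal, max/basal emission ratio | schedule = seeding 17-24 h prior, 75-min 37 °C, 30-min RT dye loading | signal = kinetic Fluo-8 calcium fluorescence measurement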
CRFBP-R2 block = antagonists of CRF-BP/CRF-R2 complex, primary screen, cell-based, HEK293, calcium dye fluorescence, uHTS; inhibition, % at 11.8 µM; AID 588475, 2011; actives 0.59% (n = 350,000); CRF-induced calcium fluorescence;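 active means inhibition of the ligand-induced calcium signal above about 50% at the single tested concentration, limit read from the data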
CHRM5 PAM = human M5 muscarinic receptor positive allosteric modulators, primary screen, CHO-K1 cells, Fluo-8 calcium fluorescence | AID 624038, 2012 | Muscarinic acetylcholine receptor M5 (Homo sapiens), P08912 | actives 0.3% (n = 360,000) | CHO-K1 hM5, ACh EC20 PAM; 0% = ACh EC20, 100% = ACh EC100 | activation, % at 3 µM;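 active means activation above the run cutoff, the mean activation of all test compounds plus 3 SD, cut at about 18% in these data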
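Test system: CHO-K1 hM5 cells / Doses: single-point, 3 µM nominal / Times: Post-acetylcholine fluorescence recording 140 s / Technique: Fluo-8 calcium fluorescence / Measure: Max/basal fluorescence ratio as % of EC20–EC100 ACh window / Benchmarks: low control EC20 acetylcholine (0%), high control EC100 acetylcholine (100%) / Replicates: one well per compound, no replicates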
CRFBP-R2 agonist = agonists of CRF-BP/CRF-R2 complex, primary screen, cell-based, HEK293, calcium dye fluorescence, uHTS. CRF-binding protein / CRF receptor 2 complex (human). calcium dye fluorescence (FLIPR); percent of saturating CRF peptide response. activation, % at 13.2 µM. actives 0.46% (n = 350,000). AID 588473, 2011;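 active means activation of at least 50%, plus an integration ratio under a set limit after plate pattern correction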;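 further: plate controls were neutral control wells without compound for no effect and CRF at EC100 for full effect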
M5 ag = human M5 muscarinic receptor agonists, primary screen, CHO-K1 cells, Fluo-8 calcium fluorescence; actives 0.19% (n = 360,000); CHO-K1 hM5 cells; 0% DMSO wells, 100% maximal acetylcholine response; AID 624037, 2012; Muscarinic acetylcholine receptor M5 (Homo sapiens), P08912; activation, % at 3 µM;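 active means activation above the run's mean over test compounds plus 3 SD, cut at about 23% in these data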;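 further: signal is peak over basal fluorescence ratio across the kinetic read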
Active calls of the source: *; nt = not tested or not shown.

SMILES	M4 PAM	M5 antag	TAAR1 ag	CHO-K1 Ca PAM	TAAR1 antag	CRFBP-R2 block	CHRM5 PAM	CRFBP-R2 agonist	M5 ag
CC[N+](CC)(CC#CCO)CC#Cc1ccccc1	-4	1	4	12	8	-8	-5	-0.9	-10
C[C@@H]1CN([C@H](C)CO)C(=O)CCCn2cc(nn2)CO[C@H]1CN(C)C(=O)Oc1cccc2ccccc12	1	-7	0	19	11	-2	0	-0.4	1
O=C(CCN1CCOCC1)Nc1ccc(Br)cc1C(=O)c1ccccc1	-1	9	5	7	16	-6	-2	-1.2	-1
COc1ccc(C(CNC(=O)Cc2ccc(Cl)c(Cl)c2)N(C)C)cc1 (configuration not stated)	14	-8	12	6	-6	-1	9	0.1	-4
O=C(NC(=S)N1C[C@H]2C[C@H](C1)c1cccc(=O)n1C2)c1ccc(Cl)cc1	2	2	0	-12	-4	-2	-4	-0.9	0
O=C(NCCN1CCCCC1)c1ccc(Cl)nc1Cl	3	0	5	-8	10	8	-4	-2.8	-2
CSc1ncc(Br)c(N2CC2)n1	-9	9	0	26	-18	24	4	-2.7	-10
COc1ccc(CCn2c(O)c(C=Nc3ccc(F)cc3)c(=O)[nH]c2=O)cc1OC	-5	8	4	5	12	-11	-13	4.3	0
O=C1CCCC2C3CCCN4CCCC(CN12)C34 (configuration not stated)	-2	3	1	10	4	6	5	0.0	-1
COc1ccc(-n2nnnc2C(c2cc3ccccc3o2)N2CCC(n3c(=O)[nH]c4ccccc43)CC2)cc1 (configuration not stated)	-9	6	9	-8	51*	nt	-7	nt	1
Cc1cc(OC(C)C(=O)N[C@H](C(=O)O)c2ccccc2)c2c3c(c(=O)oc2c1)CCC3 (some centres not stated)	5	6	1	2	2	-1	-1	-0.7	2
CCCCOc1nc2ccccc2c(=O)n1-c1ccccc1	4	-1	2	11	13	-15	-9	-0.6	-3
COc1c2c(cc3c1OCO3)CCN(C)C2	-14	9	27	18	-18	2	-16	-2.2	0
C/C(=C/C=C/[C@@H](C)C(=O)O)[C@H]1CN[C@H](C(=O)O)[C@H]1CC(=O)O	7	8	1	4	6	-1	0	0.3	0
O=c1[nH]c2ccccc2n1C1CCN(C(CCc2ccccc2)c2nnnn2Cc2ccccc2)CC1 (configuration not stated)	-8	6	16	22	55*	nt	-14	nt	9
CCOC(=O)C(O)(c1ccc(NC(=O)NC2CCCCC2)cc1)C(F)(F)F (configuration not stated)	-4	1	9	-8	14	-47	-4	1.5	-4
COC(=O)C1=C(c2ccc(OC(F)(F)F)cc2)C[C@@H]2CC[C@H]1N2C(=O)NCCOc1ccccc1Cl	-3	13	19	9	17	6	-3	2.9	0
Cc1cc(C)c(-n2c(O)c(/C=N/N3CCCCC3c3cccnc3)c(=O)[nH]c2=O)c(C)c1 (configuration not stated)	-3	-5	1	16	-6	15	4	2.6	-3
O=C(NC1CC1)c1cn(Cc2ccccc2)nc1-c1ccccc1	4	1	1	14	-19	30	7	-1.4	-1
CC(C)(C)NC(=S)N1Cc2ccccc2-n2nncc2C1	-1	-15	1	13	-20	24	3	-0.5	-1
CC[C@]12C=CCN3CCC4(c5cc(Br)c(OC)cc5N(C)C4[C@@](O)(C(=O)OC)[C@@H]1OC(C)=O)C32 (some centres not stated)	11	10	8	14	-3	-17	-1	1.2	-1
CC(=O)NC1C(OC(=O)Cc2ccccc2)OC(COC(C)=O)C(OC(C)=O)C1OC(C)=O (configuration not stated)	3	2	5	1	13	9	0	0.5	-1
N#Cc1ccc(CN2Cc3ccccc3-n3nncc3C2)cc1	1	-4	7	-8	-11	10	5	-0.1	-1
O=C1c2ccccc2-c2cccc3cccc1c23	-4	9	8	5	-10	-28	-6	22	-1
CC1(C)C[C@H]2C=C(C=O)[C@]3(C=O)C[C@]3(C)[C@H]2C1	-13	-3	1	-3	-7	6	13	7.0	8
SMILES	M4 PAM	M5 antag	TAAR1 ag	CHO-K1 Ca PAM	TAAR1 antag	CRFBP-R2 block	CHRM5 PAM	CRFBP-R2 agonist	M5 ag
Cc1ccc2c(c1)C1CN(C)CCC1N2C(=O)/C=C/c1ccc2c(c1)OCO2 (configuration not stated)	-3	4	2	21	1	-9	3	-3.0	-7
CCOc1cc2c(cc1OCC)-n1cccc1C(c1c(O)cccc1OC)NC2 (configuration not stated)	4	14	6	11	-15	0	-2	1.6	-3
COc1ccc(Cl)cc1C(=O)C1CCCN(Cc2cnc(C)s2)C1 (configuration not stated)	-5	2	6	10	20	-23	3	-1.7	-8
COc1ccc(C(=O)C2CCCN(C3CSCCSC3)C2)c(C)c1 (configuration not stated)	-21	7	5	19	-7	-18	-10	2.4	-15
CC1=C(C)CN2CC(C#N)=C(N)C2C1 (configuration not stated)	14	-6	nt	11	nt	nt	-3	nt	3
CC/C(=N\Nc1ccccc1)c1c(O)n(-c2ccccc2)c(=O)[nH]c1=O	5	4	0	-10	-12	5	-3	-0.8	7
Cc1cccc(NP(=O)(Oc2ccccc2F)Oc2ccccc2F)c1C	-23	8	8	23	54*	-26	-10	1.2	-1
C[C@@H]1CN(C2CCC(C#N)(c3ccc(F)cc3)CC2)CC[C@]1(C(=O)O)c1ccccc1 (some centres not stated)	-4	-2	3	10	-31	15	-3	-0.5	1
COC(=O)C1=C(c2c(C)noc2C)C[C@@H]2CC[C@H]1N2C(=O)N1CCCCC1	4	7	2	5	18	14	-5	-1.7	-1
Cc1cc(O)c(CN2CCN(c3ccccc3)CC2)cc1C	0	2	5	6	8	9	2	0.5	-3
CC(C)OS(C)(=O)=O	5	5	2	12	9	-5	-6	-1.0	2
O=C(c1cccc(C(F)(F)F)c1)N1C[C@H]2C[C@@H](C1)c1cccc(=O)n1C2	0	-3	7	-5	8	16	-3	-1.7	1
CCN(CC)CCCN=Cc1c(O)n(-c2cccc(C)c2C)c(=O)[nH]c1=O	1	-4	1	3	-11	15	-3	-0.4	-1
CN(C)c1ccc(N=Cc2c(O)n(CCC3=CCCCC3)c(=O)[nH]c2=O)cc1	1	-5	nt	18	nt	-30	1	44	0
O=C1NC(=O)N(CC2CCCO2)C(=O)/C1=C/c1cccs1 (configuration not stated)	-9	6	4	-2	-37	-19	2	0.1	2
COc1ccc(CCNCc2c(OC)ccc3ccccc23)cc1	-7	3	10	16	-11	-17	1	0.8	0
Cn1c(O)c(C=NCCCN2CCCC2=O)c(=O)n(C)c1=O	9	10	-2	16	-5	-4	0	-0.8	1
Cn1c(=O)c2c(ncn2CCCl)n(C)c1=O	3	-5	0	5	-10	4	4	-1.2	-4
CC(=O)Nc1ccc(C2CN(C)CC2C(=O)c2ccc(Cl)cc2)cc1 (configuration not stated)	-7	2	10	-11	14	-1	1	-1.2	-4
NC1=NC(c2cccnc2)n2c(nc3ccccc32)N1 (configuration not stated)	nt	nt	1	nt	-30	-1	nt	-0.6	nt
CC(Oc1ccc(-c2ccccc2)cc1)C(=O)O (configuration not stated)	4	-4	2	21	15	17	18*	-0.3	-8
CN1CCN(c2ccc(C(F)(F)F)cc2N)CC1	17	-7	11	19	2	8	7	-1.6	-4
COC(=O)C1=C(c2ccc(Cl)c(C(F)(F)F)c2)C[C@@H]2CC[C@H]1N2C(=O)N1CCOCC1	6	8	12	12	6	0	-2	-3.1	5
O=C1NC(=O)C(CCc2ccncc2)(Cc2ccc3c(c2)OCO3)C(=O)N1CCc1ccccc1 (configuration not stated)	-9	2	19	14	49*	17	-10	-0.2	-2
CCC1(c2cccc(O)c2)CCCCN(C)C1 (configuration not stated)	-5	3	0	-9	-1	3	-5	1.2	-1

Filtered by structure: those above with an aryl methoxy group.
SMILES	M4 PAM	M5 antag	TAAR1 ag	CHO-K1 Ca PAM	TAAR1 antag	CRFBP-R2 block	CHRM5 PAM	CRFBP-R2 agonist	M5 ag
COc1ccc(C(CNC(=O)Cc2ccc(Cl)c(Cl)c2)N(C)C)cc1 (configuration not stated)	14	-8	12	6	-6	-1	9	0.1	-4
COc1ccc(CCn2c(O)c(C=Nc3ccc(F)cc3)c(=O)[nH]c2=O)cc1OC	-5	8	4	5	12	-11	-13	4.3	0
COc1ccc(-n2nnnc2C(c2cc3ccccc3o2)N2CCC(n3c(=O)[nH]c4ccccc43)CC2)cc1 (configuration not stated)	-9	6	9	-8	51*	nt	-7	nt	1
COc1c2c(cc3c1OCO3)CCN(C)C2	-14	9	27	18	-18	2	-16	-2.2	0
CC[C@]12C=CCN3CCC4(c5cc(Br)c(OC)cc5N(C)C4[C@@](O)(C(=O)OC)[C@@H]1OC(C)=O)C32 (some centres not stated)	11	10	8	14	-3	-17	-1	1.2	-1
CCOc1cc2c(cc1OCC)-n1cccc1C(c1c(O)cccc1OC)NC2 (configuration not stated)	4	14	6	11	-15	0	-2	1.6	-3
COc1ccc(Cl)cc1C(=O)C1CCCN(Cc2cnc(C)s2)C1 (configuration not stated)	-5	2	6	10	20	-23	3	-1.7	-8
COc1ccc(C(=O)C2CCCN(C3CSCCSC3)C2)c(C)c1 (configuration not stated)	-21	7	5	19	-7	-18	-10	2.4	-15
COc1ccc(CCNCc2c(OC)ccc3ccccc23)cc1	-7	3	10	16	-11	-17	1	0.8	0

A portion of the library (hit frequency here may not be typical).
